Source: PubChem (several laboratories)
Efa HMGR inh: inhibitors of E. faecalis class II HMGR, primary screen, biochemical, Enterococcus faecalis. HMG-CoA reductase (Enterococcus faecalis, mvaE). purified E. faecalis HMGR, NADPH absorbance 340 nm kinetic. inhibition, % at 10 µM. 190,000 tested, 0.41% active. AID 1066, 2008;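 active means inhibition above a set limit, the median over all tested compounds plus 3 SD, cut at about 9.5% in these data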;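 further: enzyme runs in reverse so mevalonate oxidation gives rising NADPH absorbance; 0% = complete reaction with DMSO and 100% = background rate lacking mevalonate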
TNAP inh noacc: human TNAP enzyme inhibitors, primary screen, biochemical, luminescent, no phosphate acceptor, uHTS; 200,000 tested, 0.26% active; AID 1012, 2008; inhibition, % at 20 µM; purified TNAP, CDP-star luminescence, 30 min;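 active means tissue-nonspecific alkaline phosphatase inhibition above about 50% at 20 µM in the single-dose screen, limit read from the data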;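 further: 0% = DMSO negative control and 100% = EDTA positive control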
Target sequence (P05186 whole entry, looked up): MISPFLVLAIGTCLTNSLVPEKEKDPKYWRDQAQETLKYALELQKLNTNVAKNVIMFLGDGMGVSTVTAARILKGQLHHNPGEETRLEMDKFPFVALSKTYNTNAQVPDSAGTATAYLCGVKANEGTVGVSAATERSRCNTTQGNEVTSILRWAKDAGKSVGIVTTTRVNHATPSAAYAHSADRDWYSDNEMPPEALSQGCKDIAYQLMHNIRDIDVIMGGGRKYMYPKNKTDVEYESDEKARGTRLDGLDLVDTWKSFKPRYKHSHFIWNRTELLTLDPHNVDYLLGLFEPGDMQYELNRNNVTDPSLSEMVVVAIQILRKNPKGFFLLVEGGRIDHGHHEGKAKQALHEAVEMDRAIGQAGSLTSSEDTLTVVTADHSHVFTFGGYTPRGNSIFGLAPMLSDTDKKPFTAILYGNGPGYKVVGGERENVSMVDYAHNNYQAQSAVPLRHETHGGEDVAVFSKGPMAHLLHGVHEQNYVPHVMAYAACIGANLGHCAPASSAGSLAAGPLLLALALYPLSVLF
PMI act satM6P: human PMI activators, high substrate, primary screen, biochemical, fluorescence intensity, near-saturating mannose 6-phosphate; Mannose-6-phosphate isomerase (Homo sapiens), P34949; coupled PMI enzyme assay, resazurin fluorescence, 20 min; active compounds read high; 1 = untreated enzyme, 0 = substrate-free blank; activation factor at 20 µM; 190,000 tested, 0.34% active; AID 1216, 2008;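 active means activation factor of 2 or more at 20 µM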
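assay system = human phosphomannose isomerase with PGI, G6PDH, diaphorase coupling enzymes | quantity = 15 ng/mL PMI | incubation = enzyme reaction with compound 20 min at room temperature | medium = HEPES pH 7.4 buffer with MgCl2 and Tween-20 | compound dosing = one concentration, 20 µM, in 1% DMSO | measured by = Diaphorase-driven resazurin-to-resorufin fluorescence, excitation 544, emission 590 nm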
Hsp70 activator: Hsp70 transcriptional activators, primary screen, cell-based, HeLa, Hsp70 promoter luciferase, luminescence, 10 µM. HeLa Hsp70 promoter luciferase reporter; scaled: vehicle 0, proteasome-inhibitor control 100%. activation, % at 10 µM. 200,000 tested, 0.04% active;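 active means activation above the mean across all tested compounds plus 3 SD, cutoff set per campaign, cut at about 5.5% in these data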;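 further: 100% = MG132 at 30 µM as the positive control and 0% = DMSO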
L major viab: Leishmania major promastigote growth inhibition, primary screen. Leishmania major promastigotes, resazurin fluorescence viability. 200,000 tested, 9% active. inhibition, % at 10 µM. AID 1063, 2008; in the data active means inhibition above about 50%;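 further: promastigotes grown with compound for 44 hours at 28 °C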
PMI activator: activators of human PMI, primary screen, biochemical, fluorescence intensity, near-Km mannose 6-phosphate. AID 1214, 2008. 190,000 tested, 0.005% active. activation factor at 20 µM. Mannose-6-phosphate isomerase (Homo sapiens), P34949. purified human PMI, coupled resazurin fluorescence, 20 min; active compounds read high; 1 = vehicle control, 0 substrate-free wells;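 active means activation factor of 2 or more at 20 µM, relative to plate controls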
S1P3 antagonist: S1P3 receptor antagonists, primary screen, cell-based | Sphingosine 1-phosphate receptor 3 (Homo sapiens), Q99500 | CHO S1P3 NFAT-BLA reporter, FRET fluorescence, antagonist mode | inhibition, % at 4.98 µM | 170,000 tested, 0.27% active | AID 485, 2006;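 active means inhibition above the plate cutoff, the mean inhibition of test wells on that plate plus 3 SD, cut at about 28% in these data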;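 further: cells challenged with S1P at its EC80 of 0.8 µM; blue over green emission ratio from cleaved BLA substrate after 4 h stimulation; 0% = S1P-stimulated wells and 100% = unstimulated DMSO-only wells; some compounds past the cut are filed as inactive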
Target sequence (Q99500 whole entry, looked up): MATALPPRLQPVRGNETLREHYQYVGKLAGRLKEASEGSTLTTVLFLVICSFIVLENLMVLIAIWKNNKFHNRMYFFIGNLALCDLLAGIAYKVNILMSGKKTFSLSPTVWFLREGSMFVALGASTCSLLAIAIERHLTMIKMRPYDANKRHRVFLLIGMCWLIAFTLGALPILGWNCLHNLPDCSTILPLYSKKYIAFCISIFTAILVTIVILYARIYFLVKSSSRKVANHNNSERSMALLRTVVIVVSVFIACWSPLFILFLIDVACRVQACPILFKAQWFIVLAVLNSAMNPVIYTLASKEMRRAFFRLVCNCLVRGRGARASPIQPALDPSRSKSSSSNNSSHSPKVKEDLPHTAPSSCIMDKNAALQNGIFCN
DTT redox prof: compounds producing H2O2 with reducing agent – biochemical, NIH compound library profiling, artefact control for MLSCN library redox annotation, primary screen; DTT-dependent redox cycling H2O2, phenol red/HRP absorbance; 100% = 100 µM peroxide control, 0% = buffer; activation, % at 10 µM; 200,000 tested, 0.03% active; AID 878, 2007;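 active means activation of at least 50% relative to the plate's high and low controls in the primary single-dose screen; inactive means activation below 50%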;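 further: compound incubated with DTT at 0.8 mM final as the reducing agent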
TNAP inh hiacc: human TNAP enzyme inhibitors, primary screen, biochemical, luminescent, high phosphate acceptor level, uHTS; Alkaline phosphatase, tissue-nonspecific isozyme (Homo sapiens), P05186; 200,000 tested, 0.03% active; AID 1135, 2008; inhibition, % at 20 µM; purified TNAP, CDP-star luminescence, 1 M DEA;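 active means over 50% inhibition of tissue-nonspecific alkaline phosphatase at 20 µM in the single-dose screen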;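 further: plate controls were DMSO wells for no effect and EDTA-quenched wells as full inhibition for full effect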
RAM network inh: inhibitors of the yeast RAM network, primary screen, dse1pr::URA3 reporter, 5-FOA selection. S. cerevisiae dse1pr::URA3 reporter, 5-FOA growth OD615, 2 d; analog-sensitive cbk1-as2 kinase mutant strain. inhibition, % at 50 µM. 190,000 tested, 1.8% active. AID 868, 2007;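 active means inhibition above a set limit, 3 SD over mean compound inhibition, cut at about 8.4% in these data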;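 further: 0% = DMSO-only wells with no growth and 100% = 10 µM 1-NA-PP1 full growth; inhibition rescues growth on 5-FOA so higher OD means more RAM inhibition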
* hit, by the source's call; . = no result given. The order is random. About 12% of those tested had a hit in this group.

Every second line gives: Efa HMGR inh	TNAP inh noacc	PMI act satM6P	Hsp70 activator	L major viab	PMI activator	S1P3 antagonist	DTT redox prof	TNAP inh hiacc	RAM network inh
O=C(CN1CCN(c2ccccc2F)CC1)Nc1ccc2c(c1)CCC2
 : -2	-6	0.9	-0.1	64*	1	-7	0.2	1	0.8
COc1ccccc1N1CCN(C(=O)C2CCN(S(=O)(=O)N3CCOCC3)CC2)CC1
 : 4	-3	1	-0.1	-4	1.1	-32	-5.3	-4	0.3
Cc1ccc(Nc2nc(N/N=C/c3c[nH]c4ccccc34)nc(N3CCOCC3)n2)cc1
 : -2	-20	1	-0.4	54*	0.8	15	1.3	-6	1.1
OC1CCN(c2ncnc3nc[nH]c23)CC1
 : -6	-4	1	-0.1	-1	0.9	-1	0.2	-2	0.5
O=C(NN=C1C2CC3CC(C2)CC1C3)c1cccs1
 : -4	1	1.1	-0.3	4	1	.	0.8	0	0.5
Cc1ccc(Nc2c(-c3ccccc3O)nc3cnccn23)cc1
 : 0	-13	1	0.0	79*	0.9	-8	-1.1	-2	1.4
CCc1ccc(/C=C2/C(=O)N(c3ccccc3)C(=S)N2CC(=O)OC)s1
 : 0	4	1	-0.3	8	0.9	-9	1.2	14	5.4
CCN(C(=O)CC(C)C)c1nnc(Cn2nnc3ccccc32)s1
 : 2	-12	1	-0.3	13	1	6	-0.1	-3	1.1
CCCCCOc1ccc(C(=O)OCC(=O)Nc2cc(C)c(C)cc2[N+](=O)[O-])cc1
 : 0	-12	1	-0.3	-2	1	-2	2.1	-4	12*
Cc1ccc(C)c(NS(=O)(=O)c2ccc(OCC(=O)N3CCCC3)cc2)c1
 : -2	-7	1	0.1	10	1	.	0.2	2	4.0
Cc1ccc(-c2cn3cc(C)ccc3n2)cc1
 : 2	-15	1	-0.5	88*	1	-7	-0.5	-4	0.4
CC(C)[C@H](NC(=O)Cc1ccccc1)C(=O)OCc1cc(=O)n2c(n1)sc1ccccc12
 : -9	-13	0.9	-0.2	-4	1	27	0.1	3	0.4
O=C(Nc1ccccc1)OCCOc1ccccc1
 : -4	-19	1	0.0	-2	1	13	2.0	-8	1.0
CSc1ccc(/C=N/NC(=O)CNc2ccc3ccccc3c2)cc1
 : 0	-5	0.6	-0.1	-1	0.7	-14	0.7	-2	1.6
N#CC(C#N)=C(Nc1ccc(F)cc1)SCc1cccc(Br)c1
 : 2	-8	0.9	-0.5	31	0.9	-9	0.2	-8	14*
COC(=O)[C@@H]1CC[C@H](C)[C@@H](c2ccc(C)cc2)N1C(=O)c1ccc(/C=N/OCC[C@@H]2C=C[C@H](OC(C)=O)[C@@H](COC(C)=O)O2)cc1
 : 3	-7	1	-0.4	96*	1	-16	0.0	-6	7.9
CC(CCc1ccccc1)NC(=O)C1CCN(S(=O)(=O)c2cnc[nH]2)CC1 (stereo unspecified)
 : -1	-6	0.9	-0.1	-2	1	-28	0.1	2	1.8
CCOC(=O)C1C(=O)NC(SCC(=O)OC)=C(C#N)C1c1ccccc1OCC (stereo unspecified)
 : 0	-9	1	0.3	-4	0.9	6	-0.7	-6	1.0
CN1C(=O)/C(=C2/C=Cc3ccccc3N2CCCS(=O)(=O)O)SC1=S
 : 0	46	1	0.1	4	0.8	-3	0.0	45	1.7
COc1ccc(-c2cc(C#N)nc(N3CCNCC3)n2)cc1
 : -2	10	1.1	0.0	100*	1.1	.	0.1	-2	0.5
Cc1ccc(SCC(=O)Nc2ccc3c(c2)OCCO3)cc1
 : -7	-13	0.9	0.0	-2	0.9	-11	0.2	0	0.6
N#Cc1ccc(C(=O)N/N=C/c2cn(CC(=O)O)c3ccccc23)c(F)c1
 : -1	-9	1.1	-0.1	58*	1.1	1	0.1	3	0.5
Cn1nc(C(F)(F)F)c(C(=O)Nc2ccc(F)cc2F)c1Sc1ccc(Cl)cc1
 : -7	-7	0.8	-0.2	-2	0.8	.	-3.1	-4	2.0
S=c1[nH]nc(-c2ccco2)n1/N=C/C=C/c1ccccc1
 : .	15	0.9	-0.1	3	0.8	.	-0.1	3	1.7
OC1CCCN(Cc2nc(Cc3ccccc3Cl)no2)C1 (stereo unspecified)
 : -6	-3	1	-0.2	-4	1	-11	-0.2	0	1.1
COc1ccc([N+](=O)[O-])cc1/C=N/NC(=O)CNC(=O)c1cccc(F)c1
 : -4	-1	1.1	-0.1	98*	0.9	7	-0.4	6	0.8
Cc1ccc2nc(-c3ccc(NC(=O)COC(=O)c4cncc(Br)c4)cc3)sc2c1
 : -2	-15	1.4	0.2	-7	1.3	-6	0.5	-3	3.3
O=C1Nc2ccc(Br)cc2C1=Nc1ccc(-c2nnc3n2CCCCC3)cc1
 : -5	-1	0.8	-0.2	74*	0.8	.	0.5	0	0.5
COc1ccc(C(C#N)Nc2ccccc2OC)cc1 (stereo unspecified)
 : -6	-10	0.8	0.5	-7	0.8	.	-0.4	-4	0.9
CC(C)CC(NC(=O)OC(C)(C)C)c1cn([C@@H](Cc2cc3ccccc3[nH]2)C(=O)N2CCN(C(=O)OC(C)(C)C)CC2)nn1 (stereo partly specified)
 : 1	-6	0.8	-0.2	15	0.8	2	-0.2	-3	3.9
Cc1ccc(OCC(=O)N2c3ccccc3NC(=O)C2(C)C)c([N+](=O)[O-])n1
 : -1	-6	0.8	0.0	-5	0.9	-5	0.0	-4	2.0
Cc1ccc(SCc2cc(=O)[nH]c(SCC(=O)Nc3cc(Cl)ccc3Cl)n2)cc1
 : -5	-8	1.1	0.0	8	1.2	-13	-0.9	-7	3.1
COc1cccc(C(C#N)N2N=C(C)CC2(C)C)c1O (stereo unspecified)
 : 0	-5	0.7	-0.2	-9	0.9	.	2.5	-1	1.2
O=C1CC(Sc2ncccc2C(=O)O)C(=O)N1 (stereo unspecified)
 : -3	-5	1	-0.2	-5	1.1	-25	-1.6	-3	-0.2
Cc1ccc(C2CC(=O)Nc3cc4c(cc32)OCO4)o1 (stereo unspecified)
 : 5	-12	1	-0.3	27	1	.	0.0	-3	-0.4
CC(=O)c1cccc(NC(=S)NC(=O)c2ccccc2Br)c1
 : 0	3	1	-0.3	-3	1.1	15	0.1	-7	2.0
CCOc1ccc2sc(NS(=O)(=O)c3ccc(OC)c(OC)c3)nc2c1
 : -1	-12	0.9	-0.4	-11	0.9	-6	4.8	-3	4.6
CN(NC(=O)c1ccccc1)C1=NS(=O)(=O)c2ccccc21
 : 1	-5	.	0.3	-7	.	-8	-0.9	-3	0.8
CCOC(=O)c1cnc(-n2nc(C)cc2C)nc1Nc1cccc(C(=O)O)c1
 : -2	-12	0.9	0.0	-4	1	3	0.2	-4	1.9
CS(=O)(=O)c1cnc(-c2cccnc2)nc1N
 : -6	-8	1	-0.1	-3	0.9	-3	-1.0	-3	1.1
Cc1ncsc1CCOC(=O)c1cccc([N+](=O)[O-])c1
 : -5	3	1.3	-0.4	13	1	-7	0.5	-5	-0.3
O=C(CCn1c(=O)sc2ccccc21)NCCC1=CCCCC1
 : 0	-7	1	.	.	1	-6	.	-10	2.6
COc1ccccc1NC(=O)CC(NCc1ccccc1)C(=O)O (stereo unspecified)
 : -4	-12	1.1	-0.5	-5	1.1	-13	0.8	-5	1.3
CCCOc1cc(C)nc(-c2ccccc2O)n1
 : -3	-4	1	0.1	-8	0.9	.	-8.5	-4	0.1
COCCNS(=O)(=O)c1ccc2c3c(cccc13)C(=O)N2C
 : 3	-10	0.8	0.0	0	0.9	5	-0.3	-11	2.2
CCn1c(C)cc(/C=C2/SC(=S)NC2=O)c1C
 : 3	13	0.9	-0.3	-9	0.9	-12	0.5	18	5.4
CCOC(=O)NC(=O)C(=CNc1cccc(OC)c1)C(=O)NC(=O)OCC
 : 2	-10	0.9	-0.3	4	0.9	-1	-0.3	-1	1.4
COc1ccccc1NC(=O)C1=C(C)N(c2ccccc2)C(=S)NC1c1cccc(C(F)(F)F)c1 (stereo unspecified)
 : -3	-16	1	-0.3	50	1.1	.	0.1	1	1.6
CC(=O)c1ccccc1OCCn1nnc(-c2ccc(C)cc2)n1
 : -4	-6	1	-0.1	-1	1	-14	2.7	-4	2.5
CN=C(C)C1=C(O)C(C(=O)OC)C(C)(C)CC1=O (stereo unspecified)
 : -3	-11	1	-0.4	1	0.9	19	-2.0	0	0.6
CC1CCc2nn(CC(=O)N3CCCCCC3)cc2C1 (stereo unspecified)
 : -10	-8	0.9	-0.3	-5	0.9	-17	-0.8	-1	0.3
COc1ccc(Cl)cc1C(=O)NNC(=O)CSc1nnc2ccccn12
 : 0	-22	1.1	-0.2	-4	1.1	-18	-0.8	2	0.3
Cc1ccc(S(=O)(=O)N2CCN(C(=O)COc3ccc(-c4nnco4)cc3)CC2)cc1
 : -1	-13	1	-0.1	1	1	-12	-0.2	1	0.3
CCN(CC)C(=O)c1sc(NC(=O)Cc2ccccc2)c(C#N)c1C
 : -7	-13	1.1	-0.5	-4	1	.	-0.1	-2	-0.2
C=CCOC(=O)C1=C(C)NC(C)=C(C(=O)OCC=C)C1c1cn(-c2ccccc2)nc1-c1ccco1
 : -4	-10	1	-0.5	-7	1	-3	1.7	-4	6.4
CCOc1ccc(C(=O)Nc2ccc(S(=O)(=O)N3CCOCC3)cc2)cc1OCC
 : -4	-4	1	-0.3	4	1	-7	-1.0	-9	1.8
O=C(NCc1ccc(C(=O)O)cc1)OCc1ccccc1
 : 0	-5	0.9	-0.1	-4	0.9	11	-0.4	2	1.3
CCOC(=O)N/N=C\C=C\c1ccco1
 : -1	15	0.8	-0.2	-5	1	-9	-0.3	0	1.4
COc1ccccc1/C=N/NC(=O)COCC(=O)N/N=C/c1ccccc1OC
 : 2	0	0.9	0.3	-3	0.9	5	0.3	1	3.0
CCc1cc(SC#N)cc(C)c1N
 : -4	-5	1	-0.5	4	1	-12	-0.9	-2	7.9
CCOC(=O)Cc1ccc2sc(-c3ccccc3)nc2c1
 : -7	-26	1	-0.2	46	0.9	-20	-0.6	-3	0.5
